# Bioassay records deposited in PubChem BioAssay by National Center for Advancing Translational Sciences (NCATS).
# ERK EGF inh: qHTS Assay for Inhibitors of the ERK Signaling Pathway using a Homogeneous Screening Assay; Stimulation with EGF; HEK293-V1b, EGF-stimulated phospho-ERK AlphaScreen; 130,000 tested, 0.41% active; AID 1454, 2008; Potency, µM (top dose mostly 11.5 µM), inactives show at the highest dose activity change, negative = inhibition, usual class: inhibitors; active = well fitted inhibition curve with a large enough effect; inconclusive = small, poorly fitted or top-dose-only effect, or effect the other way;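 also: plate controls were stimulated vehicle wells for no effect and unstimulated vehicle basal for full effect; nearly all actives have a fitted effect of over 55% in size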
#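 V1b-HEK293, 1% FBS o/n; cpd 30 min 37C; EGF 25 nM final, 5 min; lyse 10 min; AlphaScreen beads 5 h RT. Normalized DMSO basal vs EGF max; Hill AC50.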
# Numbers without * were called inactive; ? = inconclusive; & = joins results of further samples; [ ] = remark or other dose. Potency is read from the fitted curve at half-maximal effect. An excerpt; count on the stated rates, not on these rows.
nr	SMILES	ERK EGF inh
1	O=C1C2C3C=CC(C4CC34)C2C(=O)N1CCc1ccccc1 (centres undefined)	-0.8%
2	Brc1cccc(CSc2nnc(-c3ccncc3)o2)c1	0.9%[57.5 µM]
3	CCC1CSC(Nc2ccc(C(=O)/C=C/c3ccc(OC)c(OC)c3)cc2)=N1 (centres undefined)	?
4	COc1ccc(-c2nc3cccc(C)n3c2NCC2CCCO2)cc1O (centres undefined)	-17.3%
5	CCCN(CC(=O)Nc1ccccc1Br)CC(=O)Nc1ccc(F)c(F)c1F	7.9%
6	O=C(NCc1ccccc1C(F)(F)F)C1CC(c2cc(C(F)(F)F)cc(C(F)(F)F)c2)=NO1 (centres undefined)	-6.2%[57.5 µM]
7	O=C1/C(=C/c2ccncc2)SC(=S)N1C1CCCCC1	-5.8%
8	CCOC(=O)c1[nH]c2ccc(OC)cc2c1NC(=O)c1ccc(OC)c(OC)c1	-12.4%
9	O=C(CSc1nnc(NC(=O)c2ccco2)s1)Nc1ccccc1	-7.2%
10	COCCSc1nnc(NC(=O)Cc2ccc(OC)cc2)s1	-0.8%
11	O=C(O)c1cc(-c2c[nH]c3ccccc23)nc2ccc3ccccc3c12	31.9%
12	Cc1cccc(NC(=O)CSc2nc3[nH]ncc3c(=O)n2-c2ccccc2)c1	3.3%

# (more compounds)
nr	SMILES	ERK EGF inh
13	CC(=O)N/C(=C\c1ccc(C)cc1)C(=O)O	-4.5%
14	O=C(NCc1ccccn1)C(=O)N/N=C/c1ccccc1O	-7.8%[57.5 µM]
15	CC(=O)NC1=NN(C(C)=O)C(C)(CC(=O)OC(C)(C)C)S1 (centres undefined)	3.7%
16	COCCOC(=O)c1c(NC(=O)CNCc2ccco2)sc(C(N)=O)c1C	26.9%
17	COc1ccc(/C=C(\CC(=O)O)c2nc3ccccc3s2)cc1O	3.0%
18	Nc1ncc([N+](=O)[O-])cc1Br	16.1%[57.5 µM]
19	CCOc1ccc(S(=O)(=O)NC2CC2)cc1C(N)=O	8.0%
20	Cn1cccc1C(=O)N1CCC2(CCN(C(=O)Nc3ccccc3)CC2)CC1	1.3%
21	COc1cc(C2CC(=O)c3c(O)cc(O)cc3O2)ccc1O (centres undefined)	-16.2%[57.5 µM]
22	CCN1/C(=C\C=C2\C(=O)N(C)C(=S)N2C)Sc2ccccc21	?
23	CCN1C(=O)/C(=C\N(C)C)S/C1=N\S(=O)(=O)c1ccccc1	-3.6%
24	CCc1cc(=S)n2c([nH]c3ccccc32)c1C#N	-2.3%[57.5 µM]

# 2 compounds drawn at random from the list so far, as already listed:
nr	SMILES	ERK EGF inh
19	CCOc1ccc(S(=O)(=O)NC2CC2)cc1C(N)=O	8.0%
21	COc1cc(C2CC(=O)c3c(O)cc(O)cc3O2)ccc1O (centres undefined)	-16.2%[57.5 µM]

# (cont.)
nr	SMILES	ERK EGF inh
25	CCOc1ccc(C(=O)Nc2cc(NC(=O)c3ccc(OCC)c(Cl)c3)cc(C(=O)O)c2)cc1Cl	-6.5%
26	CCc1nc2sc3c(O)cc(=O)[nH]c3c2cc1C	-6.5%[57.5 µM]
27	COCCNC(=O)C1CC(c2cccc(F)c2)=NO1 (centres undefined)	1.0%[57.5 µM]
28	CC(C)c1ccc(/C=N/n2cnnc2)cc1	-5.1%[57.5 µM]
29	Cc1cccc(CCNC(=O)c2cc(=O)[nH]c3ccc(Br)cc23)c1	-2.5%
30	O=C(NCc1cccs1)C(Cc1ccccc1)NS(=O)(=O)c1cccs1 (centres undefined)	5.4%
31	CC(=O)NCCc1nc2ccccc2n1Cc1ccc(Cl)cc1	1.2%
32	Cc1cc(NC(=O)CSc2nc3ccccc3[nH]2)n(-c2ccccc2)n1	2.2%[57.5 µM]
33	O=C(Nc1ccccc1)C1CC(=O)n2c(nc3ccccc32)N1 (centres undefined)	-1.1%[57.5 µM]
34	CCCC(=O)Nc1ccc(NC(=O)c2ccccc2)nc1	4.4%[57.5 µM]
35	CCOC(=O)NC1(C(F)(F)F)C(=O)NC(C)=C1C#N (centres undefined)	12.1%
36	CCCC(=O)NC(=S)Nc1nc(-c2ccc(OC)cc2)cs1	-5.7%

# Following part
nr	SMILES	ERK EGF inh
37	Cc1ccccc1NC(=S)NNC(=O)c1cccc(Br)c1	6.6%
38	COc1ccc(NC(=O)CSc2nnnn2C)c([N+](=O)[O-])c1	3.2%
39	CN(C)c1cccc(C(=O)N/N=C/c2ccccc2F)c1	1.6%
40	COc1ccc2c(c1)CCc1c-2nc2ccccc2c1N1CCOCC1	?
41	Oc1c(Br)cc(C=Nc2ccc3nc(-c4ccccc4)[nH]c3c2)c(O)c1Br	-4.1%[57.5 µM]
42	COc1c(Cl)cc(-c2noc(C)c2C(=O)NC(C)C)cc1Cl	-3.2%
43	COc1ccc(CN2CCN(C(C)C)C(CCO)C2)cc1Cn1cncn1 (centres undefined)	-15.6%
44	CCCCNC(=S)NCCN1CCCCC1	2.5%
45	COc1ccc(N(CC(=O)Nc2cccc(N(C)S(C)(=O)=O)c2)S(=O)(=O)c2ccc(C)cc2)cc1	-27.7%
46	O=C1CCC2=C(CCCC2=O)N1	-15.1%
47	NCCOB(c1ccccc1)c1ccccc1	8.5%&7.9%&4.9%
48	N#C/C(=C\c1ccc(-c2cccc([N+](=O)[O-])c2)o1)C(=O)N1CCOCC1	-5.8%

# Continuation:
nr	SMILES	ERK EGF inh
49	CCOc1ccccc1NC(=S)Nc1ccc(S(N)(=O)=O)cc1	-6.2%
50	c1cc2c(cc1-c1[nH]ncc1CN1C[C@H]3CC[C@H]1C3)OCO2	-12.4%
51	Cn1cccc1CNC(=S)Nc1ccccc1F	-5.7%
52	CC(C)NC(=O)CSc1nc2ccccc2n1CC(=O)N(C(C)C)C(C)C	-2.9%
53	Cc1ccc(N(Cc2cc3ccc(C)cc3[nH]c2=O)C(=O)c2ccco2)cc1	-0.2%[57.5 µM]
54	O=C(c1cccs1)N1CCCC(c2nc3c(nnn3Cc3ccccc3)c(=O)[nH]2)C1 (centres undefined)	-1.3%[57.5 µM]
55	CCC(=O)NC(=S)Nc1ccc(NC(=S)NC(=O)c2ccc(C)cc2)cc1	-11.8%
56	Cc1csc(C(C)N(C)C(=O)CCc2nnc(CCc3ccccc3)o2)n1 (centres undefined)	-15.5%
57	Cc1c(C(=O)N(Cc2ccccc2)Cc2cccs2)cnn1-c1ccc(Cl)cc1	?
58	OC(CNCc1ccc(-c2ccccc2)cc1)c1ccccc1 (centres undefined)	-13.7%
59	COc1ccc(C(=O)c2c(C)c3cc(C)ccc3n2CC(O)CN2CCOCC2)cc1 (centres undefined)	1.4%
60	CC(C)(C)c1ccc(-n2nc(C(N)=O)c(O)cc2=O)cc1	-4.4%

# Reformatted with each value named: part of the list above
51: Cn1cccc1CNC(=S)Nc1ccccc1F
- ERK EGF inh: -5.7%

53: Cc1ccc(N(Cc2cc3ccc(C)cc3[nH]c2=O)C(=O)c2ccco2)cc1
- ERK EGF inh: -0.2%[57.5 µM]

59: COc1ccc(C(=O)c2c(C)c3cc(C)ccc3n2CC(O)CN2CCOCC2)cc1 (centres undefined)
- ERK EGF inh: 1.4%

# More structures.
nr	SMILES	ERK EGF inh
61	Cc1nc(N2CCN(S(=O)(=O)c3ccc(Br)cc3)CC2)c2c(C)c(C)sc2n1	1.7%
62	Cn1cccc1/C=N/NC(=O)CSc1nc2ccccc2n1C	5.0%[57.5 µM]
63	CCCN(CCC)C(=O)Cn1c(=O)n(CCCC(=O)NCc2ccco2)c(=O)c2sccc21	-3.2%
64	COC(=O)c1ncccc1SC	-4.7%
65	c1ccc(-c2nc(-c3cccc4ccccc34)c(NC3CCCCC3)o2)cc1	-1.3%
66	Cc1[nH]c2ccccc2c1CN1CCN(c2ccccn2)CC1	1.1%[57.5 µM]
67	Cc1c(N=C2N=C(NC(=O)c3ccc(F)cc3)c3ccccc32)c(=O)n(-c2ccccc2)n1C	?
68	O=C1N=c2ccccc2=C1c1sc(=S)n(NC(=O)c2cccc(O)c2)c1O	0.7%
69	Cc1cc(OCC(=O)NCCO)ccc1Cl	2.8%
70	CCOC(CNC(=O)c1ccc2c(c1)ncn2-c1ccc(F)c(F)c1)OCC	-4.0%
71	COc1ccc(NC(=O)N2CCN(c3ccc([N+](=O)[O-])cc3)CC2)cc1	-5.1%
72	O=C(c1ccccn1)N1N=C2/C(=C/c3ccccc3)CCCC2C1c1ccccc1 (centres undefined)	0.5%

# Additional results:
nr	SMILES	ERK EGF inh
73	CC1CC(C)CN(C(=S)Nc2ccc(SC(F)F)cc2)C1 (centres undefined)	-8.7%
74	Cc1cccc(S(=O)(=O)Nc2nc3ccccc3nc2NCc2ccc3c(c2)OCO3)c1	6.2%
75	COc1ccc2c(n1)Sc1nc3ccccc3nc1N2	-10.0%[57.5 µM]
76	Cc1c(C(=O)NCCSCc2ccco2)cccc1[N+](=O)[O-]	-6.1%
77	CCc1ccc(NC(=O)C2C3C=CC(C4CC34)C2C(=O)O)cc1 (centres undefined)	7.0%
78	COc1ccc(NC(=O)Nc2cccc(Cl)c2Cl)c(OC)n1	?
79	O=C(/C=C/c1cc(Br)ccc1O)c1ccco1	?
80	CC(=O)c1ccc(N/N=C(/C(N)=O)C2=NC(C)(C)Cc3ccccc32)cc1	?
81	Cc1ccc2nc(Cl)c(C3CC(c4cccs4)=NN3C(=O)CCCC(=O)O)cc2c1 (centres undefined)	4.0%
82	COc1ccc(NS(=O)(=O)c2cc(NC(=O)c3ccco3)ccc2N2CCCC2)cc1	-1.5%
83	CCN(CC)C(=O)CSc1nc2ccccc2c(=O)n1CCC(=O)N1CCN(c2ccccc2)CC1	7.3%
84	CCOC(=O)CSc1nc(C)nc2c1sc1nc(C)c(C(C)=O)c(-c3ccc(OC)cc3)c12	-4.9%

# The list continues.
nr	SMILES	ERK EGF inh
85	O=C(O)c1ccccc1-c1ccccc1C(=O)Nc1cccc(-c2nc3ccccc3o2)c1	-0.6%
86	COc1ccc2oc3cc(C)[n+]([O-])c(-c4ccc(C)cc4)c3c2c1	7.5%
87	COc1ccc(N2C(=O)C(F)(F)C2c2cccc(F)c2)cc1 (centres undefined)	9.0%
88	Cc1ccccc1OCc1nnc(SCC(=O)Nc2ccc3nc(SCC(=O)Nc4ccccc4)sc3c2)n1C	-3.6%
89	O=C(CSC1c2ccccc2C(=O)N1c1ccccc1)N1CCOCC1 (centres undefined)	-6.3%
90	N#CC(C#N)=NNc1ccc([N+](=O)[O-])cc1	3.8%[57.5 µM]
91	Cc1cc2c(ncn2C)c(NS(=O)(=O)c2ccc(Cl)cc2)c1C	-8.4%
92	CNc1nc(-c2ccccc2OC)nc2ccccc12	15.7%
93	Cc1ccccc1NS(=O)(=O)c1ccc(C(=O)N2CCN(c3ccccn3)CC2)cc1	8.0%
94	CN(C)CCCN(C(=O)COc1ccccc1)c1nc2ccc(F)cc2s1	2.9%
95	Cc1ccc(C(=O)O)cc1-c1ccc(C=C2C(=O)c3ccccc3C2=O)o1	-4.5%
96	O=C(c1ccccc1O)N1N=C(c2ccccc2)CC1(O)C(F)(F)F (centres undefined)	0.6%[57.5 µM]

# Additional entries.
nr	SMILES	ERK EGF inh
97	COc1ccccc1CNc1ncnc2cc(Cl)ccc12	-20.1%
98	CC(C)(O)C#Cc1ccc(CN2CCN(C3CCCC3)C(CCO)C2)cc1 (centres undefined)	-3.3%
99	O=C(COc1ccccc1)N/N=C/c1ccc(O[C@@H]2O[C@H](CO)[C@@H](O)[C@H](O)[C@H]2O)cc1	6.9%
100	Cc1ccc(S(=O)(=O)N2CCC(=O)N(C(COCc3ccc(Cl)cc3)C(C)C)CC2)cc1 (centres undefined)	0.8%
101	COc1cccc([C@@H]2Oc3ccc(OC)cc3C(=O)[C@H]2OC(=O)NC2CCCC2)c1	9.2%
102	O=c1cc(NCC2CCCO2)[nH]c(=O)n1-c1ccc(Cl)cc1 (centres undefined)	-5.1%
103	Clc1cccc(CSc2ccc(-c3ccco3)nn2)c1	6.6%
104	Cc1ccccc1C(=O)Nc1nnc(-c2ccco2)o1	-4.2%
105	Cc1cccc(C)c1Nc1c(-c2ccc(N3CCOCC3)cc2)nc2cnccn12	-6.4%[57.5 µM]
106	O=C(CC1SC(=O)N(c2ccccc2)C1=O)Nc1ccc(Cl)cc1 (centres undefined)	-1.4%[57.5 µM]
107	CCOc1cc(C(=O)OCC(=O)Nc2c(C)cccc2C)ccc1OCC(=O)N1CCOCC1	-3.3%
108	CCOC(=O)c1c(NC(=O)C2C3CCC(O3)C2C(=O)O)sc2c1CCC(CC)C2 (centres undefined)	0.4%

# More records follow:
nr	SMILES	ERK EGF inh
109	O=C(COC(=O)c1ccc(=O)[nH]c1)Nc1cccc(S(=O)(=O)N2CCOCC2)c1	?
110	COc1ccc(NS(=O)(=O)c2cc(NC(=O)/C=C/c3ccccc3OC)ccc2N2CCCCC2)cc1	-16.3%
111	CC(=O)c1c(C)[nH]c(C(=O)Nc2nc(-c3ccc(Cl)cc3)cs2)c1C	9.5%
112	COc1ccc(-c2nc(CN3CCCCC3c3nccn3C)c(C)o2)c(C)c1C (centres undefined)	0.4%
113	Cn1ccnc1SCCNC(=O)CCc1nnc(CCCCc2ccccc2)o1	-14.2%
114	O=C(NCCCn1ccnc1)c1ccc(S(=O)(=O)N2CCOCC2)cc1	8.1%
115	COc1ccc(C2/C=C\CN(C(=O)Nc3ccc(C(F)(F)F)cc3)CC(=O)N2Cc2ccc(F)cc2)cc1 (centres undefined)	6.6%[57.5 µM]
116	Cc1cccc2cc(CN(C(=O)c3cccc([N+](=O)[O-])c3)C(C)C)c(=O)[nH]c12	-2.9%[57.5 µM]
117	O=C1CC(/C=C/c2cccnc2)=Nc2ccccc2N1	-2.9%
118	Cc1cc(C)c(NC(=O)/C=C\C(=O)O)c(Cl)c1	-3.9%
119	N#CCOC(=O)/C=C/c1ccc2c(c1)OCO2	-6.7%
120	Cn1ncc2c(Nc3cccc(Cl)c3)nc(Nc3cccc(Cl)c3)nc21	?
121	N#CCCn1cc(C(=O)O)c(-c2cccs2)n1	-0.6%
122	Oc1c(Br)cc(/C=N/NC(=S)NCC2CCCO2)cc1Br (centres undefined)	8.5%[57.5 µM]
